Compound activity from PubChem.
TROY NFkB inh: blocks TROY-dependent signaling in reporter cells. 360,000 tested, 0.98% active. AID 1347056. inhibition, % at 10 µM. Q293 LMP1-TROYcd NF-kB luciferase reporter, 4 h;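 active = compounds whose plate-normalised and pattern-corrected inhibition of the luciferase reporter signal at the single screening dose is 50% or more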
COUP-TFII inh: inhibitors of human COUP-TFII (NR2F2); P24468; HEK293T NGFI-A luciferase reporter, luminescence; inhibition, % at 8.6 µM; 370,000 tested, 0.7% active;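 active = inhibition above a per-plate cutoff, mean inhibition of test wells between control levels plus 3 SD, cut at about 38% in these data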;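 note: cells cotransfected with COUP-TFII expression vector driving the NGFI-A reporter; 0% = median of COUP-TF2 test wells and 100% = reporter-only cells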
Target sequence (P24468 whole entry, looked up): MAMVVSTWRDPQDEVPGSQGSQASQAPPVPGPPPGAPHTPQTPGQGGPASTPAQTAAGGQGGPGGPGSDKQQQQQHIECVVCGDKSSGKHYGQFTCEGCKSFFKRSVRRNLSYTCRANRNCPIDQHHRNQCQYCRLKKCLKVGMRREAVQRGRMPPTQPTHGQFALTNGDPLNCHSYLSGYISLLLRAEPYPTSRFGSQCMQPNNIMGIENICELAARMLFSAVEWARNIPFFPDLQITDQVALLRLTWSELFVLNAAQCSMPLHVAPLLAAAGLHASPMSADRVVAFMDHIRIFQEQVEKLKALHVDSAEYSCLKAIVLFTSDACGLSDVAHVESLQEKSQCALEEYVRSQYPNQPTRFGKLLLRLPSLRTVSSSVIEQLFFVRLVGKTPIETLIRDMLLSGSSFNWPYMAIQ
Vif inh: inhibitors of HIV Vif | 340,000 tested, 0.35% active | inhibition, % at 7.49 µM | HEK293T cells, Vif self-association by quenched fluorescence, imaging, 24 h; in the data active = inhibition above about 50%, passing the limit was not always enough; inconclusive = no clear call, values can overlap the other calls; inactive = below about 31%; note: some results filed as inactive read as strong as hits
SRC1 inh: inhibitors of human steroid receptor coactivator 1 (SRC1); Q15788; HEK293 GAL4-SRC1 luciferase reporter, luminescence; inhibition, % at 3.6 µM; 360,000 tested, 0.12% active;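 active = inhibition above the campaign mean plus 3 SD, with each screening campaign given its own cutoff, cut at about 60% in these data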;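 note: 0% = DMSO treated cells and 100% = gossypol at 36 µM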
NR5A2 inv ag: inverse agonists of human LRH-1 (NR5A2). O00482. HEK293T StAR-luciferase reporter, LRH-1 transfected, 24 h. inhibition, % at 3.6 µM. 360,000 tested, 0.13% active. AID 602396;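 active = inhibition above the mean inhibition of all tested compounds plus 3 SD, cut at about 73% in these data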;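 note: 0% = DMSO wells and 100% = reporter-only cells lacking LRH-1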
NOD2 RIPK2 PPI: NOD2-RIPK2 protein interaction inhibition; CHO BLA complementation NOD2-RIPK2, CCF4 ratio; 360,000 tested, 0.38% active; inhibition, % at 4.98 µM; O43353; in the data active = inhibition above about 21%;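 note: 0% = vehicle only and 100% = reference blocker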
Target sequence (O43353 whole entry, looked up): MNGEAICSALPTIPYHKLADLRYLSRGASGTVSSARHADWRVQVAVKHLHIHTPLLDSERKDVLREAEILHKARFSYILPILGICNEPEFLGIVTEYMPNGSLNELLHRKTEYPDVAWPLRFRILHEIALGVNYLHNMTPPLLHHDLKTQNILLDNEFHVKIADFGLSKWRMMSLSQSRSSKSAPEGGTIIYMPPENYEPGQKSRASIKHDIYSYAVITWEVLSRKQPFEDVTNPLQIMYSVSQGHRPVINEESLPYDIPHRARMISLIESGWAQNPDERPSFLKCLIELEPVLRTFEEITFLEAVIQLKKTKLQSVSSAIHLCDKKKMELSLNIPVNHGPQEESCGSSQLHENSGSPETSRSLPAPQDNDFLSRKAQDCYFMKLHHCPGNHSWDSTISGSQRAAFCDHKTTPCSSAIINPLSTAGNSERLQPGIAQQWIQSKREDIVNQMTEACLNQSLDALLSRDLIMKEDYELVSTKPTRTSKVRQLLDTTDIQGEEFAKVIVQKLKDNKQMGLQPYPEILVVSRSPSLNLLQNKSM
TLR9-MyD88 block: blocks human TLR9 binding to MyD88 | CHO BLA complementation TLR9-MyD88, CCF4 FRET ratio | inhibition, % at 4.98 µM | Q9NR96+Q99836 | 340,000 tested, 0.21% active;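 active = inhibition above the mean over all tested compounds plus 3 SD, cut at about 21% in these data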;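 note: 0% = DMSO only wells and 100% = clavulanate BLA inhibitor control wells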
SRC2 inh: human SRC2 (NCOA2) inhibition. 370,000 tested, 0.17% active. AID 651957. Q15596. inhibition, % at 9 µM. HEK293 GAL4-SRC2 luciferase reporter, luminescence;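 active = inhibition above the mean inhibition of all tested compounds plus 3 SD, set per campaign, cut at about 52% in these data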;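 note: 0% = DMSO treated cells and 100% = cells given Gossypol at 36 µM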
LMP1 NFkB inh: Epstein-Barr LMP1 NF-kappaB reporter inhibition; AID 504558; inhibition, % at 12.5 µM; 350,000 tested, 0.69% active; LMP1-induced NF-kappaB luciferase reporter cells, luminescence; in the data active = inhibition above about 41%; inconclusive = no clear call, values can overlap the other calls;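 note: 0% = neutral control wells and 100% = reference inhibitor control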
C8 TRAIL sens: caspase-8 TRAIL sensitization. NB7+C8 cells + TRAIL, ATPlite viability luminescence. inhibition (viability loss, TRAIL sensitization), % at 10 µM. 360,000 tested, 1% active;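 active = compounds causing at least 50% loss of cell viability in the single-dose screen, relative to plate controls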
SRC3 inh: human NCOA3 inhibition | Q9Y6Q9 | HEK293 GAL4-SRC3 luciferase reporter, luminescence | inhibition, % at 3.6 µM | 360,000 tested, 0.17% active | AID 588352;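 active = inhibition above a per-campaign cutoff, the mean of all compounds plus 3 SD, cut at about 60% in these data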;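 note: 0% = DMSO-treated cells and 100% = gossypol-treated cells at 36 µM; higher means less SRC3-driven luciferase light from the GAL4 reporter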
The depositor's hits bear a star; ? = inconclusive; · = not tested or not shown. Only part of the results is shown; the hit share may differ from the screen's.

SMILES | TROY NFkB inh | COUP-TFII inh | Vif inh | SRC1 inh | NR5A2 inv ag | NOD2 RIPK2 PPI | TLR9-MyD88 block | SRC2 inh | LMP1 NFkB inh | C8 TRAIL sens | SRC3 inh
O=C(c1ccc(Cl)c(Cl)c1)N1CCC(=O)N([C@H](COCc2ccc(Cl)cc2)Cc2ccccc2)CC1 | 13 | -11 | · | · | 31 | 1 | · | -17 | · | 14 | ·
CSc1ccccc1C(=O)Nc1cccc(C(C)=O)c1 | 9 | -6 | · | -3 | 4 | -1 | -5 | -8 | -23 | 5 | 2
Cc1ccc(-c2nnc(SCC(=O)N/N=C/c3ccc(C)s3)n2-c2ccc(C)cc2)cc1 | 38 | 5 | -4 | 5 | 1 | -7 | 5 | -5 | -8 | -4 | 8
COc1cccc(CN2CCNC(=O)C2CC(=O)NCCOc2cccnc2)c1OC (centres undefined) | -8 | -2 | · | 0 | -20 | -12 | -8 | 16 | 8 | -11 | 2
O=C(OCC(=O)N1CCCc2ccccc21)c1cc(Cl)ccc1O | 9 | 20 | -5 | -1 | 1 | -3 | -3 | 6 | -3 | -17 | 4
Cc1cccc(C)c1NC(=O)N1CCCCCCC1 | -12 | 6 | -9 | 6 | -4 | -20 | -3 | -9 | 7 | -1 | -5
CC1=NN(C(=O)c2ccccc2Cl)C(O)(c2cccnc2)C1 (centres undefined) | -7 | -6 | 27 | -5 | 2 | 0 | 7 | -41 | 1 | -10 | -12
CC1=C(C(=O)OC2CCCC2)C(c2coc3ccccc3c2=O)C2=C(CCCC2=O)N1 (centres undefined) | 5 | -2 | 5 | 0 | 17 | 1 | -6 | -17 | 3 | -3 | -3
O=C(NC(=S)NNC(=O)c1cnccn1)c1ccc(Cl)cc1 | -35 | 14 | 4 | -8 | -4 | 8 | -5 | -39 | 23 | 5 | 2
O=S(=O)(NCC(c1cccnc1)N1CCN(c2ccccc2)CC1)c1cc(F)ccc1F (centres undefined) | 9 | -5 | 2 | 0 | 7 | -8 | -11 | 6 | -2 | 13 | 27
CO[C@@H]1O[C@@H]2COC(c3ccccc3)O[C@@H]2[C@@H](OC)[C@@H]1O (some centres undefined) | 6 | -3 | 3 | 13 | -7 | -7 | -1 | -23 | -4 | 11 | 5
C=CCNC(=O)C1CCN(c2nc(C)cc(-c3ccccc3)n2)CC1 | -68 | · | -12 | -84 | -143 | -1 | -4 | · | -24 | -1 | -65
O=C(NCCc1ccccc1)C(=O)NCC1OCCN1S(=O)(=O)c1cc(F)ccc1F (centres undefined) | 5 | 1 | · | 14 | 6 | 3 | 8 | -15 | -13 | 8 | 12
COCCNC(=O)CN1CCC(n2c(C)nc3cc(C(F)(F)F)ccc32)CC1 | 5 | 15 | 2 | 2 | -14 | 3 | 2 | -2 | -2 | 2 | 9
O=C(NCc1cccnc1)C(=O)N/N=C/c1ccc([N+](=O)[O-])cc1 | 9 | 2 | -3 | 3 | 4 | -5 | -1 | -37 | -35 | -9 | 17
O=C(CCNC(=O)c1ccco1)NCCc1ccc(Cl)cc1 | 16 | 6 | 8 | -18 | -16 | -4 | 3 | 14 | 9 | -9 | -7
CCOc1ccc(NC(=O)/C=C/c2ccc(OC)cc2)c([N+](=O)[O-])c1 | 7 | 2 | -14 | -14 | -19 | 2 | -7 | -14 | 3 | -3 | 18
CCOc1ccc(-n2c(SCC(=O)Nc3ccc(Br)cc3)nc3n[nH]c(C)c3c2=N)cc1 | 10 | 6 | ? | -15 | 31 | -4 | 5 | -5 | -11 | -1 | 6
Cc1ccc(S(=O)(=O)CCC(=O)OCc2ccc(S(=O)(=O)C(C)C)cc2)cc1 | 9 | -11 | -4 | -10 | 8 | 3 | 8 | -8 | 2 | 5 | 24
COc1ccc(S(=O)(=O)NNC(=O)c2ccc(-n3c(C)ccc3C)cc2)cc1 | -9 | 1 | -3 | -8 | 3 | -8 | · | -4 | 0 | 29 | -5

Reprinted from the part before: 2 entries, then new ones.
SMILES | TROY NFkB inh | COUP-TFII inh | Vif inh | SRC1 inh | NR5A2 inv ag | NOD2 RIPK2 PPI | TLR9-MyD88 block | SRC2 inh | LMP1 NFkB inh | C8 TRAIL sens | SRC3 inh
Cc1ccc(S(=O)(=O)CCC(=O)OCc2ccc(S(=O)(=O)C(C)C)cc2)cc1 | 9 | -11 | -4 | -10 | 8 | 3 | 8 | -8 | 2 | 5 | 24
COc1ccc(S(=O)(=O)NNC(=O)c2ccc(-n3c(C)ccc3C)cc2)cc1 | -9 | 1 | -3 | -8 | 3 | -8 | · | -4 | 0 | 29 | -5
COCCOc1ccc(C(F)(F)F)cc1NC(=O)c1ccc(C(F)(F)F)cc1 | -9 | -3 | -6 | 29 | 23 | 2 | -23 | -9 | -1 | 9 | 29
COc1ccc(S(=O)(=O)N(C)CC(=O)NCc2ccccn2)cc1 | -55 | -9 | 24 | 16 | 3 | 5 | -3 | -6 | -5 | -11 | 17
COc1cc([N+](=O)[O-])ccc1NC(=S)NNC(=O)c1ccc2c(c1)OCO2 | 23 | 2 | · | 0 | -25 | -10 | -8 | -24 | 6 | 1 | 4
CCOC(=O)CN1C(=O)C(O)(CC(=O)c2ccco2)c2ccccc21 (centres undefined) | 9 | -9 | 8 | -30 | 12 | 0 | 8 | -12 | -14 | 14 | 6
COc1ccc(-c2c(-c3ccc(O)cc3O)n[nH]c2C(F)(F)F)cc1 | 19 | 16 | 7 | 15 | 19 | 0 | -5 | -4 | -10 | -16 | -13
O=S(=O)(CCSc1nc2ccccc2o1)c1nc2ccccc2s1 | 67* | 7 | ? | -18 | -15 | 5 | 4 | -9 | 0 | 23 | 9
O=C(NCc1ccccc1)C(c1ccccc1F)n1c(=O)c(-c2ccco2)nc2ccccc21 (centres undefined) | · | 4 | · | · | -8 | -11 | · | 3 | · | -7 | ·
CC1=C(C(=O)N2CCOCC2)CC(CC(=O)NCc2cccs2)C(=O)N1Cc1ccccc1 (centres undefined) | 7 | -7 | 27 | 8 | 14 | 0 | · | -7 | · | 1 | 1
Cc1cc(C)nc(N/N=C/c2ccccc2OCc2ccc(Cl)cc2)n1 | -41 | -10 | -10 | -35 | -37 | 3 | -12 | -23 | 7 | -1 | -9
COc1ccc(C2=C/C(=C/c3cccnc3)C(=O)O2)cc1OC | 8 | -10 | 1 | 2 | -2 | 5 | -14 | 23 | -2 | -3 | 9
O=C(CSc1nc2ncc(Br)cc2[nH]1)c1cccc([N+](=O)[O-])c1 | 9 | -1 | 11 | 16 | 8 | 0 | -15 | -13 | -7 | 4 | 5
Cc1ccc(C(=O)Nc2ccnc(-c3ccncc3)n2)cc1 | -8 | -6 | -5 | 10 | -6 | -1 | -4 | -7 | 1 | -6 | -10
O=C(Nc1ccccc1)Nc1cccc2nsnc12 | -7 | -31 | -6 | -58 | -74 | 12 | 21 | -48 | -22 | 8 | -78
COc1cc(C(=O)COC(=O)c2cc([N+](=O)[O-])ccc2N2CCOCC2)ccc1OC(F)F | -21 | -14 | -6 | -11 | 9 | -3 | 4 | -25 | 9 | 12 | 11
CC(=O)NCCNc1nc2cc(-c3ccc(Cl)cc3C)sc2c(=O)n1C | 3 | 4 | -5 | 4 | -25 | -10 | · | 25 | · | 7 | -10
CCCNC(=O)CS(=O)(=O)c1ccccc1 | -19 | 7 | -5 | 0 | 13 | -10 | 0 | -33 | 1 | 1 | -6
Cc1ccc(C(=O)O)cc1NC(=O)CCc1ccccc1 | -3 | -2 | 23 | -9 | 15 | 6 | 3 | -20 | -2 | 1 | -1
COc1ccc(OC)c(NC(=O)CSc2nnc(-c3cnccn3)n2C)c1 | -12 | 6 | -3 | 18 | 1 | -4 | 7 | 6 | -10 | 12 | -4
Cc1ccc(NC(=S)N(CCCN2CCOCC2)Cc2ccccn2)cc1 | -37 | 6 | 4 | -14 | 2 | -7 | -2 | 7 | -8 | 5 | -17
CN(CC(=O)Nc1ccc(Cl)c(C(F)(F)F)c1)C(=O)c1ccc2c(c1)NC(=O)CS2 | 2 | -12 | 1 | -14 | -12 | 7 | -5 | 24 | 4 | 4 | 14
CC(C)(C)NC(=O)COc1ccc(CNCc2cccs2)cc1 | -14 | 15 | -1 | 9 | -9 | -15 | -1 | 9 | 2 | -17 | -9
COc1cc(NC(=O)C2CC(c3ccccc3O)=NO2)cc(OC)c1OC (centres undefined) | -1 | 11 | 29 | -16 | 0 | 3 | 3 | 10 | 8 | -22 | -3
O=S(=O)(Nc1ccccc1)N1CCCCC1 | -4 | 10 | -1 | 3 | -7 | 5 | 7 | -17 | -48 | -16 | -20
Cn1cnnc1SCc1ccc(C(=O)N=Nc2c(O)n(Cc3ccc(Cl)cc3)c3ccccc23)cc1 | 24 | 34 | -11 | 2 | 4 | -1 | 10 | -12 | 2 | -8 | -3
COCCN(C(=O)CCC(=O)Nc1nccs1)C(C(=O)NC(C)(C)C)c1ccc(C)cc1 (centres undefined) | 10 | 60* | 84* | -13 | -25 | 1 | -3 | 76* | -1 | -11 | 0
CC1=C(C(=O)Nc2ccccn2)C(c2ccc(Br)cc2)n2ncnc2N1 (centres undefined) | -48 | -37 | 9 | -19 | -81 | -1 | -2 | -21 | 22 | 15 | -10
COc1cc(OC)cc(C(=O)Nc2cccc(NC(=O)c3cc(OC)cc(OC)c3)n2)c1 | 21 | 3 | -12 | -4 | 14 | -6 | 3 | 13 | 13 | 24 | 13
Cc1ccc(-n2cccn2)c(CN2CCCC(CNC(=O)c3ccc(F)cc3)C2)c1 (centres undefined) | 9 | -4 | -2 | 0 | -16 | 0 | 0 | 17 | 25 | 3 | -3
Cc1ccc2oc(-c3ccc(C)c(NC(=O)Cc4cccs4)c3)nc2c1 | 38 | -10 | -5 | -48 | -2 | 3 | 8 | -8 | -24 | 19 | -40
CCc1ccc(CCC(=O)Nc2ccc(C)cc2C)o1 | -8 | -10 | · | -32 | 10 | -7 | 2 | 10 | -7 | -1 | 0
Cc1ccc(-c2n[nH]c(=S)n2/N=C/C=C\c2ccccc2[N+](=O)[O-])cc1 | -7 | -11 | · | -5 | -3 | -3 | 1 | -15 | 2 | 2 | -7
Cc1c(N=C2C=C(Br)C(=O)C(Br)=C2)c(=O)n(-c2ccccc2)n1C | 0 | -11 | -4 | -1 | -6 | -4 | -3 | 11 | 2 | 0 | 6

Complete entries as entered above. Order of values: TROY NFkB inh, COUP-TFII inh, Vif inh, SRC1 inh, NR5A2 inv ag, NOD2 RIPK2 PPI, TLR9-MyD88 block, SRC2 inh, LMP1 NFkB inh, C8 TRAIL sens, SRC3 inh
Entry for `CC1=C(C(=O)Nc2ccccn2)C(c2ccc(Br)cc2)n2ncnc2N1` (centres undefined) = -48, -37, 9, -19, -81, -1, -2, -21, 22, 15, -10
Entry for `Cc1ccc2oc(-c3ccc(C)c(NC(=O)Cc4cccs4)c3)nc2c1` = 38, -10, -5, -48, -2, 3, 8, -8, -24, 19, -40
Entry for `Cc1ccc(-c2n[nH]c(=S)n2/N=C/C=C\c2ccccc2[N+](=O)[O-])cc1` = -7, -11, ·, -5, -3, -3, 1, -15, 2, 2, -7
Entry for `COCCN(C(=O)CCC(=O)Nc1nccs1)C(C(=O)NC(C)(C)C)c1ccc(C)cc1` (centres undefined) = 10, 60*, 84*, -13, -25, 1, -3, 76*, -1, -11, 0
Entry for `O=S(=O)(Nc1ccccc1)N1CCCCC1` = -4, 10, -1, 3, -7, 5, 7, -17, -48, -16, -20
